Compound activity from PubChem BioAssay.
RPL19A TOR yeast – modulators of TOR pathway RPL19A-GFP in S. cerevisiae. S. cerevisiae RPL19A-GFP strain, flow cytometry, 3 h; active compounds read low. percent response vs DMSO, % at 10 µM. 0.3% of 330,000 active;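 active means percent response vs DMSO below 50%; inconclusive means fewer than 70 events counted for the yeast strain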;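 further: median channel GFP fluorescence of the barcoded RPL19A-GFP strain; ratio of sample median GFP to plate DMSO average so 100% = DMSO; lower means less RPL19A-GFP as with rapamycin TOR inhibition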
Yeast superoxide – yeast age-related superoxide inhibition as caloric restriction mimetic. S. cerevisiae aged cells, superoxide DHE fluorescence; active compounds read low. superoxide response (% of plate mean), % at 10 µM. 0.18% of 330,000 active. AID 2690;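 active means superoxide response under a set limit, about three screen SD below normal, cut at about 65% in these data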;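 further: yeast aged for seven days with compound at 30 °C before DHE staining; 100% = average MFI of all compound-treated wells on the plate with controls excluded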
Efflux pump mplx – blocks antifungal efflux pumps in multiplex yeast assay | S. cerevisiae Candida pump triplex, Nile Red efflux | inhibition, % at 10 µM | 0.44% of 330,000 active | AID 485275;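 active means plate passing quality check with inhibition over a set limit, or well fluorescence over plate mean plus 4 SD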;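 further: Nile Red retained in pooled yeast measured as flow cytometry median fluorescence; 0% = buffer negative control and 100% = Enniatin B positive control; higher means more Nile Red kept so more efflux inhibition; some compounds called inactive have numbers as strong as hits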
AHR activator – human AHR activation; AHR-responsive luciferase reporter cells, luminescence; P35869; activation, % at 5 µM; 2.5% of 320,000 active; AID 2796; in the data active means activation above about 47%;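 further: 0% = vehicle wells and 100% = reference agonist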
Target sequence (P35869 whole entry, looked up): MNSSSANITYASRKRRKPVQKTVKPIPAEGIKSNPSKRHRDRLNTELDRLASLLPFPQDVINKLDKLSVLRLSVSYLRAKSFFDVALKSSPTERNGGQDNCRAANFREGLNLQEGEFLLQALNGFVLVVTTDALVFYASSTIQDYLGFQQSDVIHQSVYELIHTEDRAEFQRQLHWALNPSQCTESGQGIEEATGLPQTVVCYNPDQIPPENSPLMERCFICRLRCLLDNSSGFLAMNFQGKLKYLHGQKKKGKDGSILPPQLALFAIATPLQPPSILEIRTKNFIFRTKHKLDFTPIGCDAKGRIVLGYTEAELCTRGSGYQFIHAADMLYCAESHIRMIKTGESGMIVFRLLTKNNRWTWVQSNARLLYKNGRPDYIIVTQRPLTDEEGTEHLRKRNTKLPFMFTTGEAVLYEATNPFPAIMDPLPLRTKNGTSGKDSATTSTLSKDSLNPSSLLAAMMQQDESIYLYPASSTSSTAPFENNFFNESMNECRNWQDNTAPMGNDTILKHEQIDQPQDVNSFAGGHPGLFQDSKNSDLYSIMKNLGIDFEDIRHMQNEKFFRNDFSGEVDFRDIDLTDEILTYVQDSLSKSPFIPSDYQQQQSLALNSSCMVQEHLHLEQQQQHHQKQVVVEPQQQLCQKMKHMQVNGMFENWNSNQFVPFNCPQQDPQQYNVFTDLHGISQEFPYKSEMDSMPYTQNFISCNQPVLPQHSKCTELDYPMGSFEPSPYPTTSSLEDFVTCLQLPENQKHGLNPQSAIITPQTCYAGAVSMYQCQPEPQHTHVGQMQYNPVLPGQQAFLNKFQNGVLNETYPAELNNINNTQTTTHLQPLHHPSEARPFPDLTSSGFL
MEP2-GFP yeast – alters MEP2-GFP fluorescence in TOR pathway yeast screen. S. cerevisiae MEP2-GFP strain, flow cytometry GFP, 3 h; 100% = DMSO control level. GFP response vs DMSO, % at 10 µM. 0.51% of 330,000 active;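 active means GFP response versus DMSO above a set limit, roughly screen mean plus 3 SD, cut at about 180% in these data; inconclusive means fewer than 70 cells counted for a yeast strain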;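 further: median GFP fluorescence of the barcode-gated MEP2-GFP cells per well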
AGP1-GFP MLPCN – yeast TOR pathway AGP1-GFP modulation | 0.02% of 320,000 active | S. cerevisiae AGP1-GFP multiplex flow cytometry, 3 h; GFP as percent of DMSO wells | GFP response vs DMSO, % at 10 µM;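 active means GFP response relative to DMSO above a set limit, near screen average plus 3 SD, cut at about 150% in these data; inconclusive means fewer than 70 cells counted for the yeast strain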;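 further: median GFP channel fluorescence of the gated AGP1 strain per well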
LAP4-GFP MLPCN – modulators of TOR pathway LAP4-GFP in S. cerevisiae; S. cerevisiae LAP4-GFP multiplex, flow cytometry GFP, 3 h; median GFP as percent of DMSO wells; GFP response vs DMSO, % at 10 µM; 0.34% of 320,000 active; AID 2023;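 active means GFP response vs DMSO above a set limit, about the screen mean plus 3 SD, cut at about 150% in these data; inconclusive means under 70 cell events counted for the yeast strain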
CIT2 TOR yeast – modulators of TOR pathway CIT2-GFP in S. cerevisiae | GFP response vs DMSO, % at 10 µM | 0.065% of 320,000 active | S. cerevisiae CIT2-GFP strain, flow cytometry, 3 h; 100 means same as DMSO wells;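 active means GFP response relative to DMSO above a set limit, near the screen mean plus 3 SD, cut at about 150% in these data; inconclusive means Fewer than 70 cells measured for a yeast strain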;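 further: ratio of well median GFP fluorescence to mean of DMSO wells on the plate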
* = called active by the depositor; ? = inconclusive; / = not tested or not shown; [ ] = remark or other dose. The order is random; any-hit rate near 3.9%.

SMILES	AHR activator	Efflux pump mplx	CIT2 TOR yeast	MEP2-GFP yeast	Yeast superoxide	AGP1-GFP MLPCN	RPL19A TOR yeast	LAP4-GFP MLPCN
Cn1c(NC(=O)C2CC2)cc(=O)n(C)c1=O	12	1.3	100	100	119	98	104	101
COc1cccc(C2=CC(=O)C[C@H](c3ccc4c(c3)OCO4)C2)c1	39	-0.1	91	94	99	95	92	102
CCOC(=O)N1CCN(C(=O)C2c3cc(OC)c(OC)cc3C(=O)N3CCc4ccccc4C23)CC1 (configuration not stated)	-2	0.1	99	101	99	102	100	103
O=S1(=O)N=CN(Cc2cccc(F)c2)c2ccccc21	8	-0.1	101	101	97	104	99	101
O=C(Cn1nc(Cl)nc1Cl)Nc1ccccc1	0	-0.1	100	101	105	98	106	104
COc1ccc(/C=C/C(=O)O)cc1S(=O)(=O)NCc1ccccc1	1	-0.1	103	118	109	73	100	108
COc1ccc(-c2cc(C(=O)Nc3c(C)nn(Cc4ccccc4Cl)c3C)no2)cc1OC	-3	-0.1	108	112	79	104	104	105
CC(C)CC(=O)Nc1nnc(S(=O)(=O)N(C)c2ccc(Cl)cc2)s1	0	0.0	103	103	97	98	109	88
Cc1ccc(S(=O)(=O)N(C)C)cc1NC(=S)Nc1ccc2cn[nH]c2c1	7	-0.1	104	118	97	111	108	108
O=C(c1cnc2sccn2c1=O)N1CCCc2ccccc21	9	0.3	93	95	114	91	102	113
CCOc1ccc(C(=O)NCCN2CCOCC2)cc1	-1	-0.1	91	94	94	97	94	97
COc1ccc(OC)c(NC(=O)CCNS(=O)(=O)c2cccc3nonc23)c1	3	0.1	90	94	90	86	85	79
COc1ccc(Br)cc1/C=C/C(=O)NC(=S)Nc1ccc(Cl)c(C(=O)O)c1	4	0.0	97	101	105	93	102	88
CC1=C(C(=O)Nc2ccccn2)C(c2ccc(Cl)cc2)NC(=S)N1 (configuration not stated)	2	-0.1	102	110	107	106	99	115
Cc1c(NC(=O)C(C)Oc2cccc(Cl)c2)c(=O)n(-c2ccccc2)n1C (configuration not stated)	-1	0.0	105	100	100	114	99	97
Cc1cc(C)c(S(=O)(=O)N2CCOCC2)c(C)c1N(C)S(=O)(=O)c1ccccc1	0	1.9	89	88	89	92	91	92
CC(=O)C1=C(O)C(=O)N(Cc2ccco2)C1c1cccc(F)c1 (configuration not stated)	3	0.2	105	104	110	103	113	104
O=c1cc(-c2ccccc2)nc2c(-c3ccccc3)c(C(F)(F)F)[nH]n12	1	0.3	91	102	113	97	97	110
CCN(C(=O)COc1ccccc1)C1CCCCC1	2	0.1	99	93	93	105	98	109
Cc1cc(C)cc(NC(=O)C2CCCN2S(=O)(=O)c2cccc3cccnc23)c1 (configuration not stated)	16	-0.2	107	100	71	106	104	92
CCN(CC)S(=O)(=O)c1cccc(-c2n[nH]c(=S)n2CC(C)C)c1	0	0.0	96	102	116	100	101	95
CCOC(=O)c1csc(NC(=O)c2ccc(OCC)cc2)n1	-9	0.0	87	103	103	82	90	103
O=C(CC(=O)Nc1ccc(Cl)c(Cl)c1)N/N=C/c1ccc(O)cc1	27	0.1	109	100	97	106	106	85
N/C(=N\NC(=O)Nc1ccccc1)c1ccccn1	9	0.1	107	102	102	112	103	109
Cc1[nH]c2ccccc2c1/C=N/NC(=O)c1cc(-c2cccs2)[nH]n1	46	-0.1	90	97	97	89	99	93
O=c1[nH]c(Cc2ccccc2)nc2c1oc1ccccc12	17	0.1	101	91	108	93	91	94
COc1ccc(CNC(=O)C(NC(C)=O)C(=O)Nc2ccc(OC)cc2)cc1 (configuration not stated)	-1	-0.1	99	103	87	104	108	106
CCc1ccc(NC(=O)c2cc(C)nn2-c2ccccc2)cc1	3	-0.1	91	98	97	86	86	92
Cc1cccc(Cc2cnc(N3C(=N)SC(C)C3=O)s2)c1 (configuration not stated)	0	0.3	101	109	97	88	106	98
CCOC(=O)CN(Cc1sccc1C)C(=O)Nc1ccc(OC)cc1OC	1	0.0	102	91	100	102	104	95
CNCc1cn2cc(Cl)ccc2n1	-2	0.2	72	108	95	58	100	95
CC1CCC(N(CCCN)Cc2ccco2)CC1C (configuration not stated)	1	0.0	102	98	98	99	98	93
N#Cc1ccccc1OCC(=O)Nc1ccc2c(c1)OCCO2	-6	0.1	94	99	106	94	96	104
CCCc1cc(=O)[nH]c(SCC(=O)N(CC)C2CCS(=O)(=O)C2)n1 (configuration not stated)	1	0.0	96	99	104	98	98	95
CC1CC(C)CN(C(=O)C2CC(=O)N(c3ccc(F)cc3)C2)C1 (configuration not stated)	-4	-0.1	98	98	98	101	105	97
Cc1nc(N/N=C/c2ccc(O)cc2)c2cnn(-c3ccccc3)c2n1	12	0.1	91	80	92	90	91	93
COc1ccc(-c2nc3ccccc3o2)cc1OC	42	-0.2	98	97	92	95	97	101
Oc1ccc(-c2[nH]nc(-c3ccccc3)c2-c2nc3ccccc3[nH]2)cc1	1	0.0	96	102	100	104	98	101
O=C(c1cc([N+](=O)[O-])ccc1N1CCCCC1)N1CCCCC1	0	0.0	96	97	75	98	96	98
CS(=O)(=O)N1CCC(C(=O)Nc2ccc3c(c2)OCCO3)CC1	1	-0.1	102	106	98	108	103	99
COc1ccc(CN(C(=O)CSc2nnc(-c3ccc(F)cc3)o2)c2ccc(F)cc2)cc1	-2	-0.1	99	104	103	101	100	101
C/C=C(/C)C(=O)Nc1cccc(C2=NOC3(C2)C[C@H](C(N)=O)N(C(=O)COc2ccc(Cl)cc2)C3)c1 (some centres not stated)	0	-0.2	105	99	98	86	103	131
Cc1ccc(S(=O)(=O)NCC2CCC(C(=O)NC3CCCCC3)CC2)cc1 (configuration not stated)	1	0.1	102	108	96	100	103	92
O=C(CN1CCN(c2ccc(O)cc2)CC1)Nc1ccc(-c2ccccc2)cc1	6	0.2	110	104	86	106	102	97
CC(C)C(=O)NNS(=O)(=O)c1ccccc1	0	-0.1	99	105	98	101	96	99
COc1ccc(C2C(C(C)=O)=C(O)C(=O)N2c2cccnc2)cc1OC (configuration not stated)	12	-0.1	107	99	84	102	104	98
Cc1ccc(C2CC(=O)NC(SCCC(C)C)=C2C#N)cc1 (configuration not stated)	3	0.4	102	104	138	100	99	103
CCOC(=O)/C(C#N)=C/c1cccn1-c1ccc(Cl)cc1	0	-0.1	100	102	97	105	86	117
CN1C(=O)NC(NC(=O)c2ccncc2)(C(F)(F)F)C1=O (configuration not stated)	-1	0.0	100	98	107	101	103	100
C=CCN(c1ccc(Br)cc1C(=O)OC)S(C)(=O)=O	-1	-0.1	95	105	94	95	94	105

Continued:
SMILES	AHR activator	Efflux pump mplx	CIT2 TOR yeast	MEP2-GFP yeast	Yeast superoxide	AGP1-GFP MLPCN	RPL19A TOR yeast	LAP4-GFP MLPCN
O=C1c2ccccc2C(O)(c2ncc[nH]2)N1CCc1ccccc1 (configuration not stated)	98*	-0.1	109	111	107	109	102	99
Cc1cccc(NC(=O)c2ccccc2[N+](=O)[O-])n1	4	0.0	101	98	112	103	102	98
C[C@H](CO)N1C[C@H](C)[C@@H](CN(C)C(=O)Nc2ccccc2)Oc2ccc(NS(=O)(=O)c3ccccc3)cc2C1=O	-1	-0.2	91	95	86	96	100	91
Cc1cc(C)cc(NC(=O)COC(=O)Cn2cnc3c2c(=O)n(C)c(=O)n3C)c1	0	-0.1	97	104	112	100	99	112
CSc1ccccc1C(=O)NCc1ccccc1	-1	-0.1	96	102	102	94	103	99
CCN(CC)c1ccc(S(=O)(=O)N2CCOCC2)cc1NC(=O)COC(=O)COc1ccccc1C	5	-0.1	97	105	94	89	85	87
CCOC(=O)C1(CC2CCCCO2)CCN(C(=O)NCc2ccccc2)CC1 (configuration not stated)	0	0.0	99	96	100	98	100	96
COc1ccc(C)cc1NC(=O)CSc1nnc2ccc(-c3ccncc3)nn12	4	0.1	87	99	98	109	98	106
O=c1oc2ccccc2c2c1C(c1ccc(Cl)cc1)Nc1ccc3ccccc3c1-2 (configuration not stated)	6	1.0*	?	159[may fluoresce violet]	96	71[may fluoresce violet]	39*[may fluoresce violet]	91[may fluoresce violet]
Cc1ccc(COC(=O)c2cc([N+](=O)[O-])ccc2N2CCOCC2)cc1	3	-0.2	107	106	97	103	103	106

Look-ups from the entries so far:
CCOC(=O)c1csc(NC(=O)c2ccc(OCC)cc2)n1 in Yeast superoxide is listed with 103
C[C@H](CO)N1C[C@H](C)[C@@H](CN(C)C(=O)Nc2ccccc2)Oc2ccc(NS(=O)(=O)c3ccccc3)cc2C1=O in AHR activator is listed with -1

Next section
SMILES	AHR activator	Efflux pump mplx	CIT2 TOR yeast	MEP2-GFP yeast	Yeast superoxide	AGP1-GFP MLPCN	RPL19A TOR yeast	LAP4-GFP MLPCN
Cc1cc2cc(CN(Cc3cccs3)S(=O)(=O)c3ccc4c(c3)OCCO4)c(=O)[nH]c2cc1C	7	-0.5	91	95	109	89	110	83
Cc1c(Br)ccc(NC(=O)c2ccccc2[N+](=O)[O-])c1C	-3	-0.1	98	107	110	104	104	103
CCOc1cccc(-c2nnc3sc(C4CCCCC4)nn23)c1	-1	0.1	101	109	102	95	98	94
OCCC1CN(Cc2ccon2)CCN1Cc1ccc(F)c(F)c1 (configuration not stated)	3	0.1	92	90	112	95	95	94
COc1ccc(-c2cc(=O)c3cc(OC)ccc3[nH]2)cc1	44	0.0	70	102	93	79	94	126
Cc1ccc(C(=O)c2no[n+]([O-])c2C(=O)c2ccc(C)cc2)cc1	3	0.1	74	76	77	90	92	137
CCNC(=O)C(=O)c1c(-c2ccccc2)[nH]c2ccccc12	0	-0.1	91	91	101	102	100	108
Cc1c(C(=O)N2CCCC2)sc(NC(=O)c2ccccc2)c1C#N	20	0.2	86	95	119	86	96	98
Nc1nc(=S)c2[nH]cnc2[nH]1	-3	0.0	101	100	93	104	100	112
S=c1[nH]nc(-c2cccs2)n1/N=C/c1cn(-c2ccccc2)nc1-c1ccccc1	4	-0.1	95	90	89	98	100	108
Cc1ccc(OCCNC(=O)c2cccc(S(=O)(=O)N3CCN(C)CC3)c2)cc1	0	-0.2	87	99	88	104	94	100
O=C(CSc1nnc(-c2ccco2)n1-c1ccccc1)NCCc1ccccc1	-2	0.1	95	99	95	96	99	100
C=C(C)CN(CC)c1ccc(N2C(=O)CCCC2=O)cc1[N+](=O)[O-]	2	-0.4	103	102	79	100	105	100
CN(C)CCCN(C(=O)c1ccc(S(=O)(=O)N2CCCCCC2)cc1)c1nc2ccc(Br)cc2s1	-8	0.1	101	101	89	105	101	102
S=c1[nH]nc(C2CC2)n1Cc1ccco1	0	0.1	96	96	95	92	91	91
COc1cc(OC)cc(-c2c(C#Cc3ccsc3)c3cc(-c4ccc5c(c4)OCCO5)ccc3n2C)c1	5	-0.2	106	99	89	98	98	102
CC1CCCN(C(=O)C2CCN(c3ncnc4c3nc3n4CCCCC3)CC2)C1 (configuration not stated)	2	0.0	106	109	105	108	106	105
CCc1ccc(NC(=O)Cn2ncc3c4ccccc4n(C)c3c2=O)cc1	10	0.2	109	98	100	113	99	107
Cc1ccc(CCN2CC(C(=O)NCCCN3CCCCCC3)CC2=O)cc1 (configuration not stated)	-1	0.1	?	184*[may fluoresce violet]	94	/	61[may fluoresce violet]	103[may fluoresce violet]
CC1CCC(NC(=O)C2CC(=O)N(c3ccc(Cl)cc3)C2)CC1 (configuration not stated)	1	-0.9	97	100	100	99	101	92
